# High-throughput results deposited in PubChem BioAssay by several laboratories.
# Dynein cargo inh: dynein cargo transport inhibition; 3617.4 mouse cells, GR-EGFP nuclear translocation imaging; test concentration mostly 20 µM; stimulated with dexamethasone, 1 µM; active compounds read low; z-score, hits read low; 0.47% of 220,000 active; AID 1381;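 active = plate z-score of nuclear minus cytoplasmic receptor signal below a set negative limit, without overly bright fluorescence or cell loss, cut at about -3.5 in these data, passing the limit was not always enough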;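 note: z-score of nuclear minus cytoplasmic ring GR-EGFP intensity difference per well; some compounds called inactive have numbers as strong as hits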
#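 Buffer or medium: tet-free, stripped-serum medium; Also added: dexamethasone, 1.0 µM final; Technique: high-content fluorescence imaging after fixation; Times: 48 h induction, 1 h compound, 30 min dex at 37 °C; Read-out: per-cell GR-EGFP intensity, nucleus versus surrounding cytoplasmic ring, well-averaged.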
# CSM14.1 death rescue: protection against thapsigargin-triggered cell killing – 384-well, CSM14.1, ATP luminescence, primary screen (AID 1222); one-dose cellular ATP content (survival), % at 20 µM; EC50 in µM for titrated hits; 190,000 tested, under 10 active; CSM14.1 thapsigargin-induced death rescue, ATP luminescence; higher % means a stronger effect;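 active = EC50 below 50 µM in the dose-response confirmation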;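 note: death triggered by thapsigargin at about 15 µM added after 2 h compound pretreatment; cell ATP read after overnight thapsigargin exposure of roughly 18 to 22 hours; normalized against plate controls of thapsigargin alone and 5% DMSO vehicle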
# Insulin prom up: MIN6 insulin promoter up-regulation; MIN6 insulin promoter-GFP reporter, high-content imaging; active compounds read high; z-score at 5 µM; 0.3% of 190,000 active; AID 1625;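 active = z-score above 3 at 5 µM with at least 500 cells counted in the well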
# P. falciparum M1AAP: P. falciparum M1AAP inhibitors, biochemical, fluorogenic H-Leu-NHMec substrate, 1536-well (AID 1445). recombinant M1AAP, H-Leu-NHMec fluorogenic kinetic assay; higher % means a stronger effect. inhibition, % at 30 µM, or IC50 in µM where a hit was titrated. 0.42% of 220,000 active;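 active = primary inhibition above the hit cutoff, then over 50% inhibition at one or more dose response concentrations, cut at about 23% in these data, passing the limit was not always enough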;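 note: plate controls were DMSO full reaction for no effect and no enzyme background for full effect; strong numbers were not always called active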
# Lipid droplet: modulators of hepatic lipid droplet formation; AML12 mouse hepatocytes, oleate lipid droplets, BODIPY imaging; inhibition, % at 6.5 µM; 0.4% of 240,000 active; AID 1656;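 active = lipid droplet intensity inhibited by at least 50%, with more than 500 cells counted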
#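 Material – AML12 mouse liver cells · Also added – oleate loading, 100 µM · Compound dosing – 6.5 µM single-point dosing · Times – overnight treatment with compound plus oleate · Measured by – fluorescence imaging, 20x objective, two fields per well · Read-out – percent inhibition of filter-corrected integrated lipid droplet intensity per well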
# Autophagy mod: alters autophagy in cells. MEF GFP-LC3 puncta imaging; test concentration mostly 10 µM. calls only at 10 µM (by protocol). 0.98% of 190,000 active. AID 463193;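 active = percentage of spot-positive cells more than 3 SD above its plate mean, without a fluorescence outlier flag or 80% toxicity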;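 note: spot-positive cell cutoff set from DMSO-treated cells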
# P. falciparum M17LAP: P. falciparum M17LAP inhibitors, primary screen, biochemical, fluorogenic H-Leu-NHMec substrate, 1536-well (AID 1619). inhibition, % at 30 µM, or IC50 in µM where a hit was titrated. recombinant M17LAP, H-Leu-NHMec fluorogenic kinetic assay; higher % means a stronger effect. 0.38% of 220,000 active;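 active = compound inhibiting the enzyme by more than half at any dose during confirmatory dose-response retesting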;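 note: plate controls were full reaction with DMSO carrier for no effect and no enzyme background for full effect; strong numbers were not always called active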
# Yfh1-off respiration: mitochondrial function rescue without frataxin homolog – Friedreich's ataxia, plus single-dose screen, dose response (AID 1465) | 0.074% of 220,000 active | S. cerevisiae Yfh1-off respiration, WST-1 reduction, 72 h; higher fold induction means a stronger effect | fold induction at 50 µM; hits with a dose series show EC50 in µM;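 active = fold induction of absorbance versus untreated yeast above a set limit, then at least 30% activation at any dose in follow-up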;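 note: activators that raise dye reduction in frataxin-depleted yeast; strong numbers were not always called active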
# MT stabilizer: microtubule stabilizers in HeLa cells; 0.83% of 200,000 active; AID 2205; HeLa tubulin immunostaining HCS, 24 h; share of cells brighter than vehicle mean+2SD; % tubulin-high responders, % at 10 µM;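 active = plate Z-score above 3 for both tubulin-high and condensed-nucleus cell shares, with cell loss under 80%, at 10 µM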;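 note: anti alpha tubulin signal scored within the nucleus-defined area of each cell; some results filed as inactive read as strong as hits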
# Dynein cargo inh cytoplasmic EGFP: also measured in Dynein cargo inh; calls as there; z-score; measured here: cytoplasmic GR-EGFP intensity; active compounds read high
# Dynein cargo inh nuclear GR-EGFP: second read-out of Dynein cargo inh, no call of its own (marks repeat the call); z-score; measured here: nuclear GR-EGFP intensity;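 lower value marks the stronger effect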
# Dynein cargo inh cell count: also measured in Dynein cargo inh; calls as there; z-score; measured here: cell count per field
# Insulin prom up cell count: further read-out of Insulin prom up, marked with its call; cell count; measured here: cytotoxicity, nuclei count;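 total cells summed across four imaged fields per well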
# Lipid droplet cells 6.5 µM: also measured in Lipid droplet; calls as there; cell count; measured here: cell count, cytotoxicity flag;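 cells counted across two imaged fields per well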
# MT stabilizer Hoechst-high %: further read-out of MT stabilizer, marked with its call; % Hoechst-high responders; measured here: nuclear condensation Hoechst responders;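 share of cells brighter than vehicle mean plus two SD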
# MT stabilizer cytotoxicity %: recorded beside MT stabilizer, whose call it bears; toxicity, %; measured here: cytotoxicity by cell density;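 0% = mean cell density of plate MIN control wells and 100% = no cells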
# Autophagy mod cell loss 18 h: also measured in Autophagy mod; calls as there; toxicity, %; measured here: cell loss, nuclei count;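 cell loss after 18 h compound exposure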
# Starred values were filed as active, the others as inactive; i = inactive; x = not tested or not shown; + = active, no number.
SMILES,Dynein cargo inh,Dynein cargo inh cytoplasmic EGFP,Dynein cargo inh nuclear GR-EGFP,Dynein cargo inh cell count,CSM14.1 death rescue,Insulin prom up,Insulin prom up cell count,P. falciparum M1AAP,Lipid droplet,Lipid droplet cells 6.5 µM,Autophagy mod,Autophagy mod cell loss 18 h,P. falciparum M17LAP,Yfh1-off respiration,MT stabilizer,MT stabilizer Hoechst-high %,MT stabilizer cytotoxicity %
COC(=O)Nc1ccc2c(c1)OCO2,-0.31,0.19,-0.71,2,-2.1%,0.29,1154,-3%,16,796,i,5,-18%,i,3.8,2.0,3.8
Cc1cccc(NC(=O)COC(=O)c2ccc([N+](=O)[O-])o2)c1C,-1.5,-0.095,-0.61,0.64,-1.2%,0.55,1380,-2%,-26,686,i,7,5%,i,1.8,1.4,2.0
Cc1cnc(C(=O)OCC(=O)Nc2ccc(C)c(S(=O)(=O)N3CCCCCC3)c2)cn1,-0.25,-0.31,0.15,-0.0093,-1.3%,0.62,1160,-1%,16,684,i,-4,3%,i,4.0,3.1,7.9
CCOc1ccc(Br)cc1C(=O)N/N=C/c1ccc([N+](=O)[O-])cc1,-1.3,-0.14,-0.68,0.8,0.5%,-1.5,1298,-1%,0,686,i,18,15%,i,2.3,2.7,1.3
Cn1ncc2cc(NC(=S)NC(=O)c3ccccc3)ccc21,-0.38,-0.2,-0.51,-0.0029,-1.6%,x,x,7%,x,x,i,-5,0%,i,1.1,1.0,6.3
Cc1ccc(S(=O)(=O)N/N=C2\C(=O)C3(C)CCC2C3(C)C)cc1 (centres undefined),-0.42,-0.19,-0.42,0.84,0.3%,x,x,-2%,-1,628,i,-2,-1%,i,1.4,1.5,0.9
CCn1c(SCC(=O)c2ccccc2)nc2sc3c(c2c1=O)CCN(C)C3,-0.6,-0.23,0.11,0.26,x,-0.14,1002,7%,13,733,x,x,7%,i,x,x,x
NS(=O)(=O)c1ccc(CCNc2nc3c(-c4cccc(F)c4)nnn3c3ccccc23)cc1,1.3,-0.2,1.4,-2.1,-1.9%,-0.42,1272,9%,3,570,i,13,-12%,i,4.3,1.4,2.2
N=C1/C(=C\c2coc3ccccc3c2=O)C(=O)N=C2SC(c3ccncc3)=NN12,-0.14,-0.099,0.37,-0.71,x,0.55,1109,44µM*,-12,712,x,x,0%,i,x,x,x
COc1ccc(C(=O)Nc2cc(C)cc(C)c2)cc1S(=O)(=O)N1CCOCC1,0.23,-0.17,0.29,-0.6,-1.0%,0.12,1336,1%,x,x,i,-1,-12%,i,3.5,1.5,2.8
O=C(Nn1c(SCc2ccc([N+](=O)[O-])cc2)nc2ccccc2c1=O)c1ccc(F)cc1,-0.62,-0.33,-0.6,3.8,2.2%,0.85,1436,9%,10,649,i,7,-13%,i,3.6,3.0,5.7
Cc1ccc(OCCN2C(=O)C(=O)c3cc(C)ccc32)cc1,0.0029,-0.31,-0.077,0.53,-1.3%,x,x,-1%,0,677,+,48*,23%,i,0.7,0.9,8.6
O=C(NCc1ccco1)c1cc2ccc(O)cc2oc1=O,0.17,0.38,0.7,0.59,1.2%,0.13,1260,17%,-5,727,i,-2,i,i,8.8,2.2,97
CSc1cccc(NS(=O)(=O)c2ccccc2)c1,-0.47,-0.24,-0.05,0.49,x,0.75,1229,-2%,5,690,i,3,2%,i,2.4,1.8,1.9
Cc1cc(Nc2ccc(Br)cc2)n2nc(C)nc2n1,0.9,-0.23,0.81,0.28,-0.9%,-1,1060,-1%,31,704,i,-5,3%,i,2.1,2.6,7.3
CC(C(=O)c1ccccc1)n1cnc2ccccc2c1=O (centres undefined),-0.55,-0.25,-0.38,0.34,-1.6%,0.72,1798,3%,-1,697,i,-2,-13%,i,2.1,1.6,6.1
CC(=O)Cc1nsc(NC(=O)c2ccco2)n1,1.7,-0.13,1.5,-1,-1.8%,0.02,1268,1%,-4,727,i,-11,11%,i,2.1,1.4,6.4
CCCOc1ccc(S(=O)(=O)N2CCCC2)cc1[N+](=O)[O-],-0.27,-0.8,0.039,0.55,x,-0.18,1025,8%,23,716,x,x,6%,i,x,x,x
O=S(=O)(c1cccc(Cl)c1Cl)N1CCN(C(=S)NCCCN2CCOCC2)CC1,-0.77,0.43,-0.63,0.19,-1.1%,0.01,1237,4%,-6,694,i,-1,0%,i,4.8,2.5,6.2
COc1ccc(C(CCNC(C)c2ccccc2)C(C)C)cc1 (centres undefined),-0.035,-0.27,-0.0095,0.56,x,0.38,1445,11%,-30,647,x,x,6%,i,x,x,x
Cc1ccc(S(=O)(=O)NC(=O)c2cc(C)n(-c3ccccc3)c2C)cc1,-0.3,-0.16,-0.28,-0.27,-1.6%,0.18,1522,8%,-32,676,i,15,24%,i,2.3,2.5,7.4
O=[N+]([O-])c1cc(S(=O)(=O)Nc2ccccc2)ccc1-n1nnc2ccccc21,-1.4,-0.24,-0.78,-0.16,-1.9%,1.5,1294,6%,x,x,i,8,9%,i,3.5,1.4,0.5
CCOc1ccccc1-n1c(COc2ccccc2)nnc1SCC(N)=O,0.21,-0.21,0.21,0.2,-5.2%,0.16,1232,6%,-1,799,i,18,3%,i,1.6,1.9,5.7
CC1CCCN(C(=O)c2ccc3c(=O)n(Cc4ccc5c(c4)OCO5)c(=S)[nH]c3c2)C1 (centres undefined),0.27,-0.25,0.25,0.5,0.7%,-1.2,888,0%,x,x,i,1,-2%,i,3.4,1.6,8.2
C(=N\Nc1nc(N2CCOCC2)nc(N2CCOCC2)n1)/c1ccncc1,-0.64,0.066,-0.57,0.95,3.3%,0.28,1508,1%,-1,547,i,-7,-6%,i,1.8,3.1,5.9

# Marked active in P. falciparum M1AAP, of those listed so far:
smiles | Dynein cargo inh | Dynein cargo inh cytoplasmic EGFP | Dynein cargo inh nuclear GR-EGFP | Dynein cargo inh cell count | P. falciparum M1AAP | P. falciparum M17LAP | MT stabilizer Hoechst-high %
N=C1/C(=C\c2coc3ccccc3c2=O)C(=O)N=C2SC(c3ccncc3)=NN12 | -0.14 | -0.099 | 0.37 | -0.71 | 44µM* | 0% | x

# (listing goes on)
SMILES,Dynein cargo inh,Dynein cargo inh cytoplasmic EGFP,Dynein cargo inh nuclear GR-EGFP,Dynein cargo inh cell count,CSM14.1 death rescue,Insulin prom up,Insulin prom up cell count,P. falciparum M1AAP,Lipid droplet,Lipid droplet cells 6.5 µM,Autophagy mod,Autophagy mod cell loss 18 h,P. falciparum M17LAP,Yfh1-off respiration,MT stabilizer,MT stabilizer Hoechst-high %,MT stabilizer cytotoxicity %
COc1ccc(CN2C(=O)NC3(CCCCCC3)C2=O)cc1F,x,x,x,x,-1.5%,-0.39,1442,3%,x,x,x,x,7%,i,x,x,x
CCc1cccc(CC)c1NC(=S)NCC(c1cccnc1)N(C)C (centres undefined),1.1,-0.21,0.92,-1.1,1.0%,-0.49,1328,7%,4,653,i,-6,1%,i,4.2,1.9,8.0
CC(C)N(C(=S)NCc1ccccc1)c1ccccc1,-0.21,-0.33,0.18,0.15,x,0.14,1138,2%,0,702,i,2,6%,i,2.3,1.6,7.7
Cc1ccccc1OCCN1C(=O)c2ccccc2C1=O,-0.08,-0.23,0.13,0.42,-0.2%,-0.08,1482,2%,x,x,i,-23,-19%,i,2.8,2.4,5.1
CCC(C)NC(=O)Cn1cccc1C(=O)c1ccccc1 (centres undefined),0.43,-0.21,0.19,-0.3,-0.4%,0.04,1555,17%,x,x,i,3,2%,i,1.7,1.5,7.3
Cn1c2c(c(=O)n(C)c1=O)C(C(F)(F)F)(C(F)(F)F)N=C(C1CCCCC1)N2,0.68,-0.26,0.41,-0.055,-0.6%,-0.88,1321,5%,13,628,i,-11,-10%,i,3.0,1.5,3.9
CCCCC(Nc1ncnc2ccccc12)C(=O)O (centres undefined),0.026,-0.18,0.16,1.4,1.9%,-0.33,929,6%,-1,768,i,-12,9%,i,2.6,1.1,7.0
CCCCC(=O)Nc1ccc2c3c(cccc13)CC2,0.69,-0.28,-0.046,0.11,3.5%,0.57,1280,-8%,-32,675,i,3,37%,i,1.3,2.8,12
COc1ccc(C)cc1NC(=O)C(Sc1nnnn1C)c1ccccc1 (centres undefined),-0.53,-0.31,-0.095,0.25,0.1%,-0.11,1627,4%,18,698,i,-1,-4%,i,2.5,2.2,6.5
CN(C)Cc1c(C#N)c2ccccc2n1C,-0.21,-0.031,-0.16,0.38,1.8%,-0.59,1201,4%,x,x,i,1,-3%,i,2.5,2.5,6.9
CCOC(=O)N1CCN(c2nc(N(c3ccccc3)c3ccccc3)nc(-n3ccnc3)n2)CC1,-0.058,-0.23,0.55,-0.73,x,-0.18,1005,-1%,-2,754,x,x,-10%,i,x,x,x
Cc1cc(N2C(=O)c3ccc(C(=O)NCc4ccccc4)cc3C2=O)no1,2.7,-0.29,1.7,-2,1.1%,x,x,19µM*,-3,698,i,-10,-8%,i,7.9,1.7,12
COc1ccccc1NC(=O)c1sc2ncn(Cc3ccccc3C)c(=O)c2c1C,0.44,-0.2,-0.35,-0.25,3.2%,x,x,2%,x,x,i,3,-3%,i,4.2,6.2,15
COc1ccc(-c2noc(CSc3nc4sc(C)c(C)c4c(=O)n3-c3ccccc3)n2)cc1,-0.23,-0.19,-0.17,-0.33,3.7%,0.58,1317,3%,-14,582,i,-6,9%,i,3.3,2.9,6.5
O=S(=O)(c1ccccc1C(F)(F)F)N1CCN(S(=O)(=O)c2ccccc2C(F)(F)F)CC1,-0.37,-0.31,-0.03,1,0.7%,-0.75,926,3%,-15,705,i,-4,7%,i,0.9,1.1,7.8
